# Compound activity: PubChem BioAssay, National Center for Advancing Translational Sciences (NCATS)
# PLK1 PBD block = qHTS for Inhibitors of PLK1-PDB (polo-like kinase 1 - polo-box domain): Primary Screen | Serine/threonine-protein kinase PLK1 (Homo sapiens), P53350 | Plk1 PBD binding of FITC phosphopeptide, fluorescence polarization | AID 720504, 2013 | 2.8% of 360,000 active | Potency, µM, for inactives: max response, negative = inhibition, hits mostly inhibitors; also: potency is read from the fitted curve at half-maximal effect; series mostly up to about 57 µM; % is scaled to controls: 0 for no effect and ±100 for the full control effect; nearly all actives have a fitted effect of over 65% in size
# aSyn rescue = qHTS of alpha-syn Inhibitors; Potency, µM (top dose mostly 46.1 µM), inactives show top-dose growth rescue (activation), actives largely listed as activators; 0.14% of 370,000 active; Yeast expressing alpha-synuclein, growth rescue, BacTiter-Glo, 24 h; also: potency is read from the fitted curve at half-maximal effect; % of control where 0% means no effect; nearly all actives have a fitted effect of over 65% in size
#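 Readout is rescue of growth in alpha-synuclein-expressing yeast, so inhibitors of toxicity appear as activators. Growth after 24 hr at 30 deg C in galactose medium is quantified by luminescence.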
# EPAC1 ag = qHTS for Agonist of cAMP-regulated guanine nucleotide exchange factor 3 (EPAC1): primary screen; AID 720707, 2013; EPAC1 agonist qHTS, biochemical assay; response scale: 100% = response to 6.5 mM cAMP; 0.073% of 360,000 active; Potency, µM (highest dose often 154 µM), for inactives: at the highest dose activation, actives largely listed as activators; Rap guanine nucleotide exchange factor 3 (Homo sapiens), O95398; also: potency is read from the fitted curve at half-maximal effect; nearly all actives have a fitted effect of over 60% in size
# Target sequence (O95398 whole entry, looked up): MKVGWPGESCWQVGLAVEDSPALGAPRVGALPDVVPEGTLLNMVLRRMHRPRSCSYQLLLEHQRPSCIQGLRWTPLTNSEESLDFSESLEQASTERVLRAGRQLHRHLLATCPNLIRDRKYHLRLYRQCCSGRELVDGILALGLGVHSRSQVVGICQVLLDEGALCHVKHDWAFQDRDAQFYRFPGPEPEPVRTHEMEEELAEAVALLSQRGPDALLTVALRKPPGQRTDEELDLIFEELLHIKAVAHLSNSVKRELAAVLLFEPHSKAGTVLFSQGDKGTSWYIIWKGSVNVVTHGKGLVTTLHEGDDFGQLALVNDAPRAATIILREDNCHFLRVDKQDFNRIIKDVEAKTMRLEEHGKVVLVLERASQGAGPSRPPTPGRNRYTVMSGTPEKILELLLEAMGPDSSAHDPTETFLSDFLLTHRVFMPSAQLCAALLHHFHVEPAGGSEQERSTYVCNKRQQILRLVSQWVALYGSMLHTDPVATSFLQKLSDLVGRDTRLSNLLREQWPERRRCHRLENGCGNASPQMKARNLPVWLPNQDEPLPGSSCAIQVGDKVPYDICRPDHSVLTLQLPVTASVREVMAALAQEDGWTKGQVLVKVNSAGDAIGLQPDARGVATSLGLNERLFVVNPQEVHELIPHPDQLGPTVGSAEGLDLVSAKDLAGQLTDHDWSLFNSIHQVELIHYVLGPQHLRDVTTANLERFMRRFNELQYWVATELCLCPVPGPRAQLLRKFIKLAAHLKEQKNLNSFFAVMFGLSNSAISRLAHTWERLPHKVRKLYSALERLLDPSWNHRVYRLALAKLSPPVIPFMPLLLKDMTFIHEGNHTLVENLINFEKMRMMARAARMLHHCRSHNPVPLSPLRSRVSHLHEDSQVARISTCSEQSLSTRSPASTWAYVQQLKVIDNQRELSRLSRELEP
#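 EPAC1 100 nM, Rap1B–BODIPY-GDP 250 nM, unlabeled GDP 50 uM; compound titration; 5 min RT; kinetic read ex480/em540 at 5-min intervals ×30 min; data normalized to 6.5 mM cAMP agonist control.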
# EPAC1 antagonist = qHTS for Antagonist of cAMP-regulated guanine nucleotide exchange factor 3 (EPAC1): primary screen; Rap guanine nucleotide exchange factor 3 (Homo sapiens), O95398; EPAC1 GEF assay, Rap1b-BODIPY-GDP exchange fluorescence; Potency, µM (top dose mostly 115 µM), for the others: at the highest dose activity change, negative = inhibition, usual class: inhibitors; 0.14% of 360,000 active; AID 720709, 2013;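 also: potency is read from the fitted curve at half-maximal effect; plate controls were vehicle for no effect and positive control for full effect; nearly all actives have a fitted effect of over 50% in size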
# IL-2 act = qHTS of IL-2 Activators; IL-2 activation reporter assay, cell-based qHTS; stimulated with anti-CD3/CD4/CD28 beads; in transgenic mouse T cells; activation, % (series mostly up to about 46 µM); 0.065% of 360,000 active; in the data active = activation above about 50%; inconclusive = mostly about 30% to 49%; also: 0% is about no effect
#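 Using fluorescent plate cytometry, EGFP and DsRed are detected in transgenic mouse T cells stimulated 18 h at 37 degrees C with antibody-coated beads after 60 min compound pretreatment.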
# WRN inhibitor = qHTS for Inhibitors of WRN Helicase; WRN helicase unwinding, fluorescent forked duplex, kinetic; Potency, µM (doses to about 114 µM), inactives show at the highest dose activity change, negative = inhibition, usual class: inhibitors; 0.46% of 360,000 active; AID 651768, 2012; also: potency is read from the fitted curve at half-maximal effect; % is scaled to controls: 0 for no effect and ±100 for the full control effect; nearly all actives have a fitted effect of over 55% in size
#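 Fluorescence dequenching readout, ex 525 nm/em 598 nm, kinetic mode: forked duplex DNA (100 nM final) with adjacent fluorophore and quencher unwound by WRN (20 nM final) with 2 mM ATP. Compound preincubation 15 min, room temperature.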
# PI5P4K alpha inh = qHTS for Inhibitors of phosphatidylinositol 5-phosphate 4-kinase (PI5P4K). Phosphatidylinositol 5-phosphate 4-kinase type-2 alpha (Homo sapiens), P48426. PI5P4Kalpha enzyme, ADP-Glo luminescence, 60 min; stronger effect = lower value. max response, %. 1.2% of 330,000 active. AID 652105, 2013; active = max response of -50% or lower; inconclusive = between -30% and -50%; inactive = -30% or higher; also: value at the top dose of about 77 µM; % is scaled to controls: 0 for no effect and ±100 for the full control effect
#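 Controls without substrate or without enzyme flank wells where PI5P4Kalpha converts substrate using 5 microM ATP (final). Incubation lasts 60 minutes at room temperature; ADP formed is read by ADP-Glo luminescence.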
# FUS yeast rescue = qHTS for Suppressors of FUS Proteinopathy: Primary screen using FUS-linked yeast assay; S. cerevisiae FUS-expressing, growth rescue, OD600, 24 h; Potency, µM (series often up to 76.6 µM), inactives show at the highest dose growth rescue (activation), most hits filed as activators; 0.24% of 390,000 active;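 also: potency is read from the fitted curve at half-maximal effect; plate controls were DMSO vehicle for no effect and reference control for full effect; nearly all actives have a fitted effect of over 55% in size; some results filed as inactive show a strong effect at the top dose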
#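 Quantitative HTS measuring growth restoration of FUS-toxic yeast. Galactose-induced cells (OD 0.005) were exposed 24hr at 30C to compounds at several concentrations, then absorbance at 600 nm was recorded.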
# Abeta rescue = qHTS for compounds that reverse cellular toxicity of Amyloid beta (A-beta) peptide in yeast: Primary Screen | yeast expressing A-beta42, growth rescue, OD600, 48 h; response scale: 0% DMSO, 100% iron-clioquinol control | Potency, µM (top dose mostly 46.1 µM), inactives show top-dose growth rescue, most hits filed as activators | 0.063% of 410,000 active | AID 1347071, 2019; also: potency is read from the fitted curve at half-maximal effect; nearly all actives have a fitted effect of over 55% in size
#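 Yeast growth medium received pinned compounds, then yeast cells expressing toxic A-beta were added; plates incubated at 30 C for 48 hr. Growth read as absorbance at 600 nm, normalized to DMSO and equimolar FeCl3 plus clioquinol controls.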
# Starred values were filed as active, the others as inactive; ? = inconclusive; . = no result given; & = joins results of further samples; [ ] = another dose, or the depositor's remark. Unless noted, calls follow the shape of the dose curve; as a rule, active = well fitted curve in the direction sought with a large enough effect; inconclusive = small, poorly fitted or top-dose-only effect, or another doubt; inactive = no such curve, though single readings can be large; an effect the other way counts as inactive or inconclusive.
SMILES,PLK1 PBD block,aSyn rescue,EPAC1 ag,EPAC1 antagonist,IL-2 act,WRN inhibitor,PI5P4K alpha inh,FUS yeast rescue,Abeta rescue
Cc1ccc(C(=O)NCCc2nnc3c(C(F)(F)F)cc(Cl)cn23)o1,-7%,1%,3%,13%,-0.4,7%,3,10%,10%
O=C(NC1CCCCC1)N1CCCCCCC1,-6%,9%,-6%,-7%,0.1,-6%,7,-1%,?
COc1cccc(C(C(=O)NC2CCCC2)N(C(=O)c2ccco2)c2ccc(NC(C)=O)cc2)c1OC (stereo not given),4%,-5%,-5%,-4%,0.1,3%,9,19%,-10%
Nc1nc(CSc2nc3ccccc3s2)nc(N2CCOCC2)n1,-1%,-1%,4%,11%,-0.1,-6%,3,18%,21%
Cc1ccc(C(=O)N/C(=C\c2ccccc2)C(=O)NCc2ccncc2)cc1,-10%,-10%,12%,-1%,2.3,-3%,-24,12%,1%
CS(=O)(=O)Cc1ccc(C(=O)NC2CCSc3ccccc32)cc1 (stereo not given),-8%,-2%,-1%,-24%,2.1,5%,-10,11%,-16%
CCCCNc1c(-c2ccc(OC)c(SC3CCCCC3)c2)nc2ccc(C)cn12,-18%,-42%[inhibitor],-33%&-13%[inhibitor],-22%&-19%,-4.4&-0.8,-30%,17&-3,?,-69%[inhibitor]
Cc1ccc(SCCNS(=O)(=O)c2ccc3c(c2)OCCO3)cc1,0%,14%,20%,-13%,-1.1,-9%,0,16%,-34%[inhibitor]
CCN(CC)S(=O)(=O)c1ccc(C(=O)NCC2(N3CCOCC3)CCCCC2)cc1,-5%,29%,4%,-5%,3.7,0%,-2,-12%,-9%
Cc1ccc(N(Cc2ccccc2)C(=O)c2cc(S(=O)(=O)N3CCOCC3)ccc2N2CCCC2)cc1,-8%,-1%,9%,6%,2.5,0%,8,?,-16%
Clc1ccc(C(c2nnnn2C2CCCC2)N2CCSCC2)cc1 (stereo not given),-2%,2%,6%,3%,-0.2,-8%,.,16%,-10%
Cn1c(N)c(C(C[N+](=O)[O-])c2ccccc2Cl)c(=O)n(C)c1=O (stereo not given),-7%,-25%,-3%,-8%,-1.1,-22%,3,-7%,-42%[inhibitor]
Cc1ccc2nsnc2c1NS(=O)(=O)c1c(C)ccc2nsnc12,-8%,13%,-5%,3%,0.6,-7%,.,13%,-38%[inhibitor]
O=C1N/C(=C/c2ccco2)C(=O)N1Cc1ccccc1F,-15%,15%,-1%,3%,-0.2,-7%[11.6 µM],-29,20%,-12%
COc1ccc(S(=O)(=O)N2CCN(C)CC2)cc1C,-12%,-1%,-6%,-11%,-2.1,-3%,-12,-7%,-4%

# 4 entries from above, set out differently.
COc1cccc(C(C(=O)NC2CCCC2)N(C(=O)c2ccco2)c2ccc(NC(C)=O)cc2)c1OC (stereo not given)
  PLK1 PBD block = 4%	aSyn rescue = -5%	EPAC1 ag = -5%	EPAC1 antagonist = -4%	IL-2 act = 0.1	WRN inhibitor = 3%	PI5P4K alpha inh = 9	FUS yeast rescue = 19%	Abeta rescue = -10%
Nc1nc(CSc2nc3ccccc3s2)nc(N2CCOCC2)n1
  PLK1 PBD block = -1%	aSyn rescue = -1%	EPAC1 ag = 4%	EPAC1 antagonist = 11%	IL-2 act = -0.1	WRN inhibitor = -6%	PI5P4K alpha inh = 3	FUS yeast rescue = 18%	Abeta rescue = 21%
Cc1ccc(C(=O)N/C(=C\c2ccccc2)C(=O)NCc2ccncc2)cc1
  PLK1 PBD block = -10%	aSyn rescue = -10%	EPAC1 ag = 12%	EPAC1 antagonist = -1%	IL-2 act = 2.3	WRN inhibitor = -3%	PI5P4K alpha inh = -24	FUS yeast rescue = 12%	Abeta rescue = 1%
CS(=O)(=O)Cc1ccc(C(=O)NC2CCSc3ccccc32)cc1 (stereo not given)
  PLK1 PBD block = -8%	aSyn rescue = -2%	EPAC1 ag = -1%	EPAC1 antagonist = -24%	IL-2 act = 2.1	WRN inhibitor = 5%	PI5P4K alpha inh = -10	FUS yeast rescue = 11%	Abeta rescue = -16%

# (next part)
SMILES,PLK1 PBD block,aSyn rescue,EPAC1 ag,EPAC1 antagonist,IL-2 act,WRN inhibitor,PI5P4K alpha inh,FUS yeast rescue,Abeta rescue
CCCN(CCC)C(=O)CSc1ncccc1C(=O)O,-6%,-8%,9%,5%,0.5,6%,4,.,-6%
COc1ccc(CNC(=O)[C@H](C)NC(=O)C2CC(=O)N(c3ccc(OC)cc3)C2)cc1 (stereo not given in full),27µM*,-8%,13%,5%,-0.5,1%,-6,-4%,10%
Cc1cc(=O)n(Cc2ccc(OC(C)C)cc2)c(=S)[nH]1,-7%,1%,1%,-24%,-3.5,3%,1,-4%,16%
N#Cc1c(-c2ccccc2)nc(SCc2ccc([N+](=O)[O-])cc2)[nH]c1=O,27µM*,-8%,-15%,-24%,-0.3,-20%,1,-16%,7%
O=C(Nc1cccc(S(=O)(=O)N2CCCCC2)c1)c1ccc(Cl)nc1,-11%,3%,14%,-8%,-1.1,-7%,0,6%,-15%
CC(=O)Nc1ccc2c(c1)nc1n2CCSC1,-17%,-1%,-3%,3%,-3.2,3%,.,20%,-5%
CCn1cc(C(=O)N2CCN(c3ccc(C(C)=O)cc3)CC2)c2cc(OC)c(OC)cc2c1=O,-4%,-7%,5%,-22%,1.3,-2%[57.1 µM],3,22%&39%,30%&-19%
COc1cc(C(=O)NCCc2ncccc2C)ccc1OC1CCN(C(C)=O)CC1,0%,3%,-1%,16%,-3.5,0%,-1,15%,3%
CCCNC(=O)NC(C(=O)OC)C12CC3CC(CC(C3)C1)C2 (stereo not given),-2%,12%,6%,-5%,0.6,-32%[57.1 µM],-5,-21%,?
O=C(NCc1ccc2c(c1)OCO2)C(=O)NCC1CCCO1 (stereo not given),-20%,-8%,-1%,-22%,2.3,0%,1,-3%,-14%
NCCCC[C@H]1CN=C(N)N1CC1CCCCC1,1%,-1%,-7%,4%,0.5,8%,0,-40%,3%
COC(=O)C1=C(C)NC(C)=C(C(=O)O[C@@H]2CCCN(Cc3ccccc3)C2)[C@@H]1c1cccc([N+](=O)[O-])c1,-14%,3%,-3%,-13%,-0.7,-5%,21,-7%,-13%
O=C(/C=C1\OCc2cc(OCc3ccccc3)ccc21)OCc1ccccc1,4%,0%,-4%,14%,-0.5,-7%,9,23%,2%
COc1ccc(Cc2nnc(NC(=O)c3ccccc3[N+](=O)[O-])s2)cc1,-5%,0%,1%,-15%,-0.4,-7%,4,-15%,2%
CCOC(=O)c1ccc(OS(=O)(=O)c2ccccc2)c(OC)c1,27µM*,-7%,6%,?,-1.2,4%,-3,19%,-10%

# Retrieved one by one from above, 2 records:
SMILES,PLK1 PBD block,aSyn rescue,EPAC1 ag,EPAC1 antagonist,IL-2 act,WRN inhibitor,PI5P4K alpha inh,FUS yeast rescue,Abeta rescue
CCCNC(=O)NC(C(=O)OC)C12CC3CC(CC(C3)C1)C2 (stereo not given),-2%,12%,6%,-5%,0.6,-32%[57.1 µM],-5,-21%,?
Cc1cc(=O)n(Cc2ccc(OC(C)C)cc2)c(=S)[nH]1,-7%,1%,1%,-24%,-3.5,3%,1,-4%,16%

# Further results.
SMILES,PLK1 PBD block,aSyn rescue,EPAC1 ag,EPAC1 antagonist,IL-2 act,WRN inhibitor,PI5P4K alpha inh,FUS yeast rescue,Abeta rescue
O=C(O)C1CCC(CN(Cc2cccc(Br)c2)C(=S)Nc2ccccc2F)CC1 (stereo not given),-18%,7%,0%,3%,-1.2,-6%,0,12%,18%
CON(C)C(=O)CC1(CN(Cc2ccccc2)C(=O)OC(C)(C)C)CCCCC1,8%,-1%,-13%,-14%,-0.8,-4%,14,?,1%
CC1CCCCC1NC(=O)CCN1C(=O)C2C3C=CC(C3)C2C1=O (stereo not given),-18%,-1%,-1%,-8%,0.8,-6%,2,-29%,-17%
Nc1nc(SCC(=O)C23CC4CC(CC(C4)C2)C3)n[nH]1,?,-2%,5%,-4%,-0.5,7%,-14,5%,-3%
Cc1ccc(S(=O)(=O)N2CCCCC2)cc1NC(=O)CNc1ccc(C(F)(F)F)cc1,-4%,-4%,13%,-23%,-0.7,-10%,0,51%,4%
COc1c(F)c(F)c(C(=O)O)c(Nc2ccc(C)cc2C)c1F,-8%,-11%,1%,-15%,0.2,-13%,1,12%,-10%
CCN(CC(=O)Nc1cc(S(=O)(=O)N2CCOCC2)ccc1C)Cc1ccccc1,2%,0%,2%,2%,-5.7,1%,-4,-4%,17%
CCOC(=O)c1c(-c2ccc(C)cc2)csc1NC(=O)c1cccc(N2C(=O)CCC2=O)c1,0%,1%,0%,6%,-0.8,-2%,2,-15%,-8%
O=C(CCSc1ccccc1)N1CCOCC1,-5%,-6%,1%,-13%,-0.6,3%,-1,11%,2%
CCc1nc2c(OCc3ccc(OC)cc3)cccn2c1N(C)C(=O)c1ccc(OC)cc1,-4%,2%,4%,7%,1.0,-12%,-1,17%,0%
Cc1cccc(Nc2ncnc(N)c2[N+](=O)[O-])n1,-5%,-3%,-8%,-10%,-1.2,2%,1,34%,-5%
COc1cc(C=C2Cc3ccccc3C2=O)cc(OC)c1OC,-5%,-1%,-14%,-7%,0.2,3%[57.1 µM],1,-6%,-2%
CN(C(=O)COC(=O)c1ccccc1C(=O)N(C)c1ccccc1)c1ccccc1,-13%,0%,-11%,-7%,2.8,9%,2,2%,11%
Cc1cc(C)cc(NC(=S)N(CCCN2CCN(C)CC2)Cc2cccs2)c1,-5%,-4%,1%,-9%,1.7,0%,2,5%,-5%
